SENP6 inh – SENP6 protease inhibition; Q9GZR1; Recombinant SENP6 catalytic domain, aminoluciferin luminescence; inhibition, % at 10 µM; 330,000 tested, 1.8% active; AID 2599;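 active means inhibition above about 50% at the single tested dose, limit read from the data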;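 further: plate controls were DMSO wells with enzyme for no effect and DMSO wells lacking enzyme for full effect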
SENP8 block-1 – blocks human SENP8 cleavage of Nedd8 substrate; inhibition, % at 20 µM; AID 602440; recombinant SENP8, Nedd8 substrate fluorescence; 360,000 tested, 0.64% active; in the data active means inhibition mostly above about 40%, no sharp cut-off; inactive means mostly below about 27%
UBC13 inh – inhibitors of human UBC13 polyubiquitin chain formation | P61088 | 330,000 tested, 0.47% active | inhibition, % at 20 µM | TR-FRET; in the data active means inhibition above about 45%, passing the limit was not always enough
Apaf1 inhib – blocks human Apaf-1 apoptosome activity | O14727 | reconstituted apoptosome caspase-3 activity, DEVD-Rh110 fluorescence | inhibition, % at 20 µM | 330,000 tested, 0.71% active; active means inhibition of at least 40% at 20 µM;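 further: plate controls were DMSO wells for no effect and DEVD-CHO caspase inhibitor wells for full effect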
Target sequence (O14727 whole entry, looked up): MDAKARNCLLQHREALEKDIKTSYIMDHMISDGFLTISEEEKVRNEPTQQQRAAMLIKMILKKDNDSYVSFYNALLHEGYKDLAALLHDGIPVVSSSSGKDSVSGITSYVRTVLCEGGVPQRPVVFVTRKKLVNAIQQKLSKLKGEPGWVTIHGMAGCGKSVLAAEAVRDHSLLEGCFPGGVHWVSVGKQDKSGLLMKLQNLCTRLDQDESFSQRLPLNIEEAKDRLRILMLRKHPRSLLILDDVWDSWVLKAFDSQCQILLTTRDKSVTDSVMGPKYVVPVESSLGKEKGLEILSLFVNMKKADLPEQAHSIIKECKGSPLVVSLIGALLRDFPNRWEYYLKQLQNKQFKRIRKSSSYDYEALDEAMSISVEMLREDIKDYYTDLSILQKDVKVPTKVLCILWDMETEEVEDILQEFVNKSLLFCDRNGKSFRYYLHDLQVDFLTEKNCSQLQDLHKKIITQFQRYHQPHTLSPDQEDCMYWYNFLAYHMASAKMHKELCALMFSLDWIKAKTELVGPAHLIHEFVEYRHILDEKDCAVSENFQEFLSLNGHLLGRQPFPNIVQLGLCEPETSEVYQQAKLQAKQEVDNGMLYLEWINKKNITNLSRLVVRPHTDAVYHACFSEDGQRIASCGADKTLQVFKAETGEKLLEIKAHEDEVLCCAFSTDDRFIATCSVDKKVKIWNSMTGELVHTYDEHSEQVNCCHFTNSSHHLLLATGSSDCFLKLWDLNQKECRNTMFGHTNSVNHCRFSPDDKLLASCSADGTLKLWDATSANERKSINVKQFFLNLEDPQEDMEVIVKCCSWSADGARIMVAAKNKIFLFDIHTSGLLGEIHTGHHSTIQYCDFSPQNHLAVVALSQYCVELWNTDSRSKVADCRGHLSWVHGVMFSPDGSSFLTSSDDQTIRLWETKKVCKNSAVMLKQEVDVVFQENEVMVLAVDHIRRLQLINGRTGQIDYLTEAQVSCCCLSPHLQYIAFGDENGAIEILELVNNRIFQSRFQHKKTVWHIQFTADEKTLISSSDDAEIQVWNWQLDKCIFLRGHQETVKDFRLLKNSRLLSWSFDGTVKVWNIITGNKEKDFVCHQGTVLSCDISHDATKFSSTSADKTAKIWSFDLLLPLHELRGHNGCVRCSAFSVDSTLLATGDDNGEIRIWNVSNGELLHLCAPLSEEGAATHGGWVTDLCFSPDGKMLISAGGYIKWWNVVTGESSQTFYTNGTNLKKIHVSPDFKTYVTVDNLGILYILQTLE
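Material: reconstituted apoptosome with Apaf-1, cytochrome c, caspase-9, procaspase-3, dATP; medium: pH 7.5 Hepes buffer with CHAPS, BSA, DTT; also added: cytochrome c and DEVD-Rh110 substrate; timing: 30 min plus 50 min, RT; signal: Rh110 fluorescence intensity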
SENP8 block-2 – inhibitors of human SENP8 protease. inhibition, % at 10 µM. purified SENP8, Z-RLRGG-aminoluciferin cleavage, luminescence. Q96LD8. AID 2540. 330,000 tested, 1.2% active; in the data active means inhibition above about 50%
SENP7 block – SENP7 protease inhibition | 330,000 tested, 1.5% active | Q9BQF6 | inhibition, % at 5 µM | recombinant SENP7, Z-RLRGG-aminoluciferin luminescence, 40 min | AID 434973;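 active means inhibition above about 50% at the single test dose, limit read from the data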;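 further: plate controls were DMSO with enzyme for no effect and no enzyme buffer wells for full effect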
A3G deaminase – blocks human APOBEC3G single-stranded DNA deamination. Q9HC16. recombinant A3G, ssDNA deamination FAM/TAMRA fluorescence. inhibition, % at 20 µM. 330,000 tested, 0.28% active. AID 493012;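 active means inhibition of at least 40% at 20 µM, with no more than 30% in the related APOBEC3A deaminase screen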;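 further: plate controls were DMSO wells with A3G for no effect and wells lacking A3G enzyme for full effect; some compounds called inactive have numbers as strong as hits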
SENP1 FRET inh – SENP1 (human) catalytic domain inhibition; Q9P0U3; recombinant SENP1 catalytic domain, CyPet-SUMO1-YPet FRET cleavage; inhibition, % at 10 µM; 360,000 tested, 0.21% active; AID 624204;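 active means inhibition at least 30% at 10 µM, raw YFP signal under a set limit, fluorescence ratio 0.5 to 1.5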;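 further: 0% = enzyme with DMSO and 100% = no enzyme wells; some results filed as inactive read as strong as hits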
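system = hSENP1 catalytic domain, recombinant | reagent = SFCypet-SUMO1-SFYpet substrate at 25 nM | doses = one dose per compound, 10 µM, 0.5% DMSO | incubation = enzyme reaction for 50 min at room temperature, dark | measured by = FRET, CFP and YFP emission | controls = no-enzyme low, enzyme-DMSO high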
* = called active by the depositor; . = no result given.

item	Molecule	SENP6 inh	SENP8 block-1	UBC13 inh	Apaf1 inhib
1	O=C(NCc1ccccc1)c1cccc(COc2cc(Cl)ccc2Cl)c1	17	12	6	13
2	CCOc1ccc(NC(=O)CSc2nncn2C)cc1	-16	17	-3	6
3	COc1ccccc1CN1CCN(Cc2nc(-c3ccccc3)no2)CC1	-4	10	12	3
4	CCOC(=O)C1CCN(C(=O)CN(c2cccc(OC)c2)S(=O)(=O)c2ccccc2)CC1	-12	12	-2	12
5	C[C@@H](CN1CCC[C@H]1CN1C(N)=NC[C@@H]1Cc1ccccc1)N1C[C@@H](Cc2ccccc2)N(CCCC2CCCC2)C1=N	-16	18	62*	71*
6	COC(=O)c1c(-c2cccc(C)c2)csc1N	-8	40	-2	3
7	CCCOc1ccc(C(F)(F)F)cc1NS(=O)(=O)c1ccc(Cl)nc1	-2	20	11	11
8	S=C(NCCCN1CCOCC1)Nc1ccc(Cl)cc1Cl	-5	11	-14	15

item	SENP8 block-2	SENP7 block	A3G deaminase	SENP1 FRET inh
1	8	-5	-8	0
2	-14	-7	-9	2
3	-12	8	-7	-1
4	-4	-3	0	-4
5	1	0	4	0
6	-1	2	-5	-5
7	0	-7	-4	0
8	-3	6	3	1

Two compounds from above, reduced to SENP7 block, SENP8 block-1 and UBC13 inh.
entry	Compound	SENP7 block	SENP8 block-1	UBC13 inh
7	CCCOc1ccc(C(F)(F)F)cc1NS(=O)(=O)c1ccc(Cl)nc1	-7	20	11
8	S=C(NCCCN1CCOCC1)Nc1ccc(Cl)cc1Cl	6	11	-14

The list continues.
item	Molecule	SENP6 inh	SENP8 block-1	UBC13 inh	Apaf1 inhib
9	Cc1ccccc1NC(=O)Cc1nc(COC(=O)c2ccc(NC(N)=O)cc2)cs1	0	-90	-2	-1
10	CC(C)COc1ccc(C(=O)N2C(=O)c3ccc(N)cc3C2=O)cc1	3	-410	10	-21
11	CCOC1Cc2ccccc2N(C(N)=O)c2ccccc21 (stereo unspecified)	-12	21	-1	-7
12	COc1ccc(OCC(=O)Nc2ccc(C(=O)Nc3ccccc3C(=O)O)cc2)cc1	-18	7	-4	5
13	COc1ccc(-c2noc(CCCC(=O)N3CCN(c4cc(C)ccc4C)CC3)n2)cc1	.	3	.	20
14	O=C(NCCc1cccnc1)c1cc(COc2ccc(F)cc2Cl)on1	-16	9	-11	-4
15	CCCCN(C)CCC(=O)Nc1ccc(C)cc1	-14	9	-3	-8
16	C/C(=N\O)C(=O)NCCCNCCCN(C)C	-11	19	5	-4

item	SENP8 block-2	SENP7 block	A3G deaminase	SENP1 FRET inh
9	1	-5	-2	-74
10	2	0	-2	0
11	5	9	1	2
12	-15	-6	-2	3
13	.	4	11	-4
14	-8	-6	-12	2
15	2	3	-7	0
16	-5	0	-3	1

Additional results.
item	Molecule	SENP6 inh	SENP8 block-1	UBC13 inh	Apaf1 inhib
17	O=C(Cc1ccccc1)Nc1ccc(S(=O)(=O)N2CCOCC2)cc1	-26	11	4	5
18	O=C(NCCc1cccc(Cl)c1)c1cc([N+](=O)[O-])ccc1Cl	-6	15	6	5
19	O=C(Cc1csc(NC(=O)Nc2ccc(Cl)cc2)n1)NCc1ccccn1	6	2	6	3
20	NC(=O)c1cccc(-c2cccc(OC(=O)NC3CCCCC3)c2)c1	1	1	-5	4
21	COc1ccc(C(C)=O)cc1COC(=O)c1ccc(OCc2c(C)noc2C)cc1	5	8	7	14
22	CCC(=O)N1CCc2cc(S(=O)(=O)CCC(=O)N3CCc4ccccc4C3)ccc21	-13	15	-13	7
23	Cc1ccc(/C=C/C(=O)c2ccc(O)cc2)cc1	86*	42*	-15	-2
24	CC(C)(C)c1cc(C(=O)NNC(=O)Nc2ccccc2)n(Cc2ccccc2)n1	-13	17	3	-3

item	SENP8 block-2	SENP7 block	A3G deaminase	SENP1 FRET inh
17	-2	-5	-2	3
18	-5	2	-4	2
19	-5	-2	-6	-7
20	9	-5	-7	2
21	11	8	2	3
22	2	3	0	-1
23	63*	59*	-2	1
24	2	5	-4	1

Other results follow:
item	Molecule	SENP6 inh	SENP8 block-1	UBC13 inh	Apaf1 inhib
25	Cc1csc(SCC(=O)Nc2c(C)n(C)n(-c3ccccc3)c2=O)n1	0	18	-2	0
26	NC(=NCc1ccc2c(c1)OCO2)NC(=O)c1ccccc1	12	11	3	6
27	COCCSc1nnc(NC(=O)CCS(=O)(=O)c2ccccc2)s1	-23	14	-1	-9
28	CSc1ccc(CN(C)C(=O)c2cccc(S(=O)(=O)NCc3ccccc3)c2)cc1	-11	4	17	67*
29	CSCC[C@@H](CO)NC(=O)c1ccc2nc(C3CCCCC3)oc2c1	-24	17	2	-3
30	O=C(Nc1ccc(Cl)cc1C(F)(F)F)c1ccc(Cl)cc1	-18	32	-7	12
31	O=C(NCC(c1ccc(F)cc1)N1CCOCC1)c1ccc(C(=O)c2ccccc2)cc1 (stereo unspecified)	-18	20	-5	1
32	CCCNC(=O)c1ccccc1NC(=O)c1ccccc1SC	-17	-8	-15	-5

item	SENP8 block-2	SENP7 block	A3G deaminase	SENP1 FRET inh
25	-1	-3	-2	3
26	3	4	-5	2
27	-7	-1	-5	1
28	-4	-2	-4	-1
29	1	1	-8	-2
30	-6	-7	-6	1
31	-4	-8	-4	1
32	-6	-6	-7	1

Entries above with a CF3 group:
item	Molecule	SENP6 inh	SENP8 block-1	UBC13 inh	Apaf1 inhib
7	CCCOc1ccc(C(F)(F)F)cc1NS(=O)(=O)c1ccc(Cl)nc1	-2	20	11	11
30	O=C(Nc1ccc(Cl)cc1C(F)(F)F)c1ccc(Cl)cc1	-18	32	-7	12

item	SENP8 block-2	SENP7 block	A3G deaminase	SENP1 FRET inh
7	0	-7	-4	0
30	-6	-7	-6	1

Other results
item	Molecule	SENP6 inh	SENP8 block-1	UBC13 inh	Apaf1 inhib
33	Cc1ccc(C)c(S(=O)(=O)N2CCN(C(=O)c3cc(-c4cccs4)nn3-c3ccccc3)CC2)c1	-22	10	-11	21
34	O=S(=O)(c1ccccc1C(F)(F)F)N1CCN(c2ncnc3sccc23)CC1	-15	-22	9	-3
35	CCC1=C(OC(=O)N(CC)CC)N2C(=O)OC(=NCc3ccccc3)[C@]2(C)[C@H]2C1=CC[C@H]1C(=O)N(CC)C(=O)[C@H]12	-5	-2	-2	22
36	C/C(=N\NC(=O)c1ccc(F)cc1)c1cccc(NC(=O)c2cccc(F)c2)c1	-14	-13	0	7
37	CCCNC(=O)N1CCC(Cc2ccccc2)CC1	-2	10	6	7
38	Cc1nc2ccccc2[nH]c1=O	-16	-168	26	-15
39	Cc1cnc(C(=O)OCC(=O)Nc2ccc(Oc3ccccc3)cc2)cn1	-24	16	-11	12
40	COc1ccc(S(=O)(=O)NC2CC(C)(C)NC(C)(C)C2)cc1	5	12	2	-7

item	SENP8 block-2	SENP7 block	A3G deaminase	SENP1 FRET inh
33	-6	6	-7	1
34	7	-1	-8	-36
35	-10	-11	-11	3
36	-10	-12	-7	1
37	2	-4	3	2
38	0	-4	-4	0
39	-15	-7	-5	-1
40	9	1	-7	0

The listing continues.
item	Molecule	SENP6 inh	SENP8 block-1	UBC13 inh	Apaf1 inhib
41	C=CCn1c(Cc2ccccc2)nc2c(cnn2-c2ccccc2)c1=O	-26	6	4	26
42	O=C(NCc1cccnc1)C1CC(c2cccc(Br)c2)=NO1 (stereo unspecified)	11	7	-2	-6
43	CCc1cc(=O)oc2cc(C)c3c(C)coc3c12	-4	-342	13	3
44	COc1ccc(NC(=O)C2CCCN(S(=O)(=O)c3ccc4[nH]c(=O)ccc4c3)C2)cc1OC (stereo unspecified)	-4	4	-2	2
45	COc1ccc(/C=N/Nc2nc3ccccc3[nH]2)c(OC)c1OC	49	-303	-13	12
46	CN1CCN(Cc2c(O)ccc3c2oc(=O)c2ccccc23)CC1	3	-29	38	9
47	Nc1cc(=O)n(Cc2ccccc2)c(=O)n1-c1ccc(F)cc1	5	3	4	-7
48	Cn1c(C(=O)O)c(CC(=O)NCc2cccnc2)c2ccccc21	-7	-3	0	-7

item	SENP8 block-2	SENP7 block	A3G deaminase	SENP1 FRET inh
41	-9	-6	-13	-2
42	10	2	-7	1
43	2	-2	-5	1
44	7	-7	1	1
45	38	0	-5	0
46	-9	-6	1	13
47	1	6	-1	-1
48	3	3	-4	-1

Next entries.
item	Molecule	SENP6 inh	SENP8 block-1	UBC13 inh	Apaf1 inhib
49	Cc1ccc(C(=O)NCC(c2ccco2)N2CCc3ccccc3C2)cc1 (stereo unspecified)	12	9	-4	9
50	COc1ccc(NC(=S)Nc2ccccn2)cc1	-23	34	-4	4
51	Nc1nc(NC(=O)/C=C/c2ccc(F)cc2)nn1-c1ccccc1	1	-4	-2	-21
52	CN(C)c1ccc(N=Nc2ccc(S(=O)(=O)O)cc2)c2ccccc12	21	16	-119	12
53	O=C(CCS(=O)CCC(=O)NCc1ccccc1)NCc1ccccc1	-14	-12	1	-4
54	O=S(=O)(Cc1ccc(Cl)cc1)N1CCCC1	3	10	4	0
55	Cc1cc(C(=O)Nc2cccc(/C=C/C(=O)O)c2)c(C)o1	46	8	-1	-29
56	CC(Sc1nc(-c2ccccc2)cc(C(F)(F)F)n1)C(=O)N1CCCCC1 (stereo unspecified)	-4	14	1	19

item	SENP8 block-2	SENP7 block	A3G deaminase	SENP1 FRET inh
49	1	0	-4	-2
50	-9	10	17	3
51	2	2	1	2
52	4	-2	-5	9
53	1	-3	-2	2
54	5	2	-1	1
55	-4	32	-5	0
56	0	3	-3	-1

The final 4 records of the part before open the next one:
item	Molecule	SENP6 inh	SENP8 block-1	UBC13 inh	Apaf1 inhib
53	O=C(CCS(=O)CCC(=O)NCc1ccccc1)NCc1ccccc1	-14	-12	1	-4
54	O=S(=O)(Cc1ccc(Cl)cc1)N1CCCC1	3	10	4	0
55	Cc1cc(C(=O)Nc2cccc(/C=C/C(=O)O)c2)c(C)o1	46	8	-1	-29
56	CC(Sc1nc(-c2ccccc2)cc(C(F)(F)F)n1)C(=O)N1CCCCC1 (stereo unspecified)	-4	14	1	19
57	COC(=O)c1ccc(-c2nc3ccccc3[nH]2)cc1	88*	-427	14	-4
58	CCOC(=O)CC(c1ccc([N+](=O)[O-])cc1)n1c(C)ccc1C (stereo unspecified)	-8	39	0	5
59	COc1cc(Cl)c(S(=O)(=O)NCCCn2ccnc2)cc1Cl	6	10	-4	-5
60	C=CCN1C(=O)C(=O)N(CC(=O)NCC(=O)Nc2ccc(F)c(F)c2F)C1=O	-13	-2	3	-12
61	COc1ccc(S(=O)(=O)N2CCOCC2)cc1OC	-5	6	-1	-3
62	COc1cc(OC)c(OC)cc1CN1CCCC(C(=O)N2CCCC2)C1 (stereo unspecified)	-10	21	4	-1
63	O=S(=O)(NC1CCCC1)c1ccc(S(=O)(=O)N2CCCN(Cc3ccccc3)C2)cc1	-3	12	-6	13
64	O=[N+]([O-])c1ccc(NCCNc2ccc(Cl)nn2)cc1	5	17	3	4

item	SENP8 block-2	SENP7 block	A3G deaminase	SENP1 FRET inh
53	1	-3	-2	2
54	5	2	-1	1
55	-4	32	-5	0
56	0	3	-3	-1
57	85*	95*	0	3
58	2	11	1	1
59	0	0	-7	1
60	5	2	-6	1
61	-5	5	0	-2
62	1	12	-8	1
63	-2	-3	-4	3
64	-4	3	-3	-2

Other results
item	Molecule	SENP6 inh	SENP8 block-1	UBC13 inh	Apaf1 inhib
65	Cc1ccc(NC(=S)N2CCCC(c3ccccc3)=N2)cc1	-22	3	3	-9
66	CCCCC(=O)N/N=C(\C)CC(=O)Nc1ccccc1Br	-15	11	5	-3
67	Cc1nn(-c2ccccc2)cc1C(c1c(N)[nH]c(=S)[nH]c1=O)c1c(N)[nH]c(=S)[nH]c1=O	-16	36	0	20
68	CCn1cc(C(=O)OCC(=O)N2C(C)CCCC2C)c(=O)c2ccc(C)nc21 (stereo unspecified)	-27	12	-14	-3

item	SENP8 block-2	SENP7 block	A3G deaminase	SENP1 FRET inh
65	1	3	-7	2
66	-5	-3	-1	2
67	-3	-3	9	0
68	-8	-4	-4	5
